From PubChem BioAssay
HSF-1 act: increases HSF-1 driven luciferase reporter signal; NIH3T3-HGL HSF-1 luciferase reporter, MG132, 8 h; 100% = twice DMSO control signal; activation, % at 9 µM; hit rate 1.7% among 300,000; AID 504408;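 active = mean replicate activation of at least 50% with a set share of replicates each reaching 50%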;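 also: 0% = median of the neutral control wells and 100% = twice that signal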
GSK3B inh: human GSK3beta kinase inhibition; P49841; GST-GSK3beta kinase, ADP-Glo luminescence, 60 min; stronger effect = lower value; activity score (negative = inhibition), % at 10 µM; hit rate 0.038% among 300,000; AID 2097;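 active = more than half of replicate wells score below -50%, meaning over 50% inhibition versus plate controls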;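 also: 0% = median DMSO wells and -100% = median GW8510 positive control wells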
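test system = GST-tagged human GSK3beta kinase, cell-free | reagent = 25 µM ATP with peptide substrate | dosing = one dose of 10 µM per compound | schedule = 60 min reaction, RT | detection = luminescent ADP-Glo measurement of ADP formed | control set = DMSO neutral wells and GW8510 at 20 µM as positive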
Platelet DG rel: modulates dense granule release in human platelets | inhibition, %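 (compounds screened at 7.5 µM in platelet-rich plasma)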 | hit rate 0.22% among 300,000 | human platelet-rich plasma, SFLLRN dense granule ATP release, luminescence;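 active = mean replicate score, as percent of positive control, at or above 50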
AI-2 QS modul: Vibrio harveyi AI-2 quorum sensing modulation; Vibrio harveyi JMH597 AI-2 luminescence/OD600 ratio, 9 h; stronger effect = lower value; strain lacks LuxN and CqsS sensors; 0 = neutral-control median; activity change, % at 7.5 µM; hit rate 0.4% among 300,000; in the data active = activity change below about -75%, passing the limit was not always enough;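 also: luminescence divided by OD600 gain over 9 h not by final OD600 alone; inactives centre near 13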
HSP90 inh: inhibitors of HSP90 luciferase refolding in rabbit reticulocyte lysate; luciferase refolding luminescence, 3 h; inhibition, % at 5.6 µM; hit rate 0.91% among 290,000;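 active = inhibition above the screen-wide mean plus 3 SD, computed separately per campaign, cut at about 16% in these data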;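 also: 0% = DMSO wells and 100% = 60 µM geldanamycin wells; inhibitors lower the luminescence because luciferase stays unfolded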
HDAC3 inhib: blocks human histone deacetylase 3 | hit rate 0.15% among 320,000 | recombinant HDAC3, fluorogenic peptide/trypsin coupled, fluorescence | O15379 | inhibition, % at 8.3 µM; in the data active = inhibition above about 26%, passing the limit was not always enough
Target sequence (O15379 whole entry, looked up): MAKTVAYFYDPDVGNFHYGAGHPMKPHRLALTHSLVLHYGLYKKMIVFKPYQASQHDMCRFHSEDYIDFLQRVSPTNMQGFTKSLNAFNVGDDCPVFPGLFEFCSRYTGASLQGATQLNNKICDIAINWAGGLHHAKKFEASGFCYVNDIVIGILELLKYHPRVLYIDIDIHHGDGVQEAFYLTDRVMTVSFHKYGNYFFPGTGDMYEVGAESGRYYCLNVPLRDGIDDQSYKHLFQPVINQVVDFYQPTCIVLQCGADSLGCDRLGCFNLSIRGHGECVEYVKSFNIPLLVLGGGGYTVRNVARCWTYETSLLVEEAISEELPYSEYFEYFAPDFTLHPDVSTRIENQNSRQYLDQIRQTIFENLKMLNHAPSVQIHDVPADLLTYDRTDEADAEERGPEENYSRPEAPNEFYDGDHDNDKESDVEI
HSF1 inh: HSF1 inhibition; NIH3T3-HGL HSE-luciferase, MG132-induced, luminescence 8 h; stronger effect = lower value; activity change, negative = inhibition, % at 7.5 µM (by protocol); hit rate 0.77% among 300,000;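 active = more than half of replicate wells show activity change below -50%, luminescence cut by over half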;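 also: luciferase reports HSF-1 transcriptional activity via heat shock element; 0% = median of DMSO wells and -100% = zero luminescence signal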
PolyA inhibitor: yeast polyadenylation inhibition | AID 1875 | S. cerevisiae SKY197-pL101 polyadenylation reporter, beta-gal luminescence; efflux-impaired pdr1/pdr3 knockout yeast; score 100 = 6 SD above DMSO | calls only at 12 µM | hit rate 0.02% among 300,000;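 active = lowest replicate activity score at least 50, where 100 means six control SD above control mean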;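 also: yeast exposed to compound for 9 h at 30 °C; higher score means more reporter readthrough which indicates perturbed polyadenylation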
GSK3 alpha inh: human GSK-3 alpha kinase inhibition; ADP-Glo luminescence, 60 min; P49840; AID 2650; hit rate 0.1% among 320,000; inhibition, % at 10 µM;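 in the data active = inhibition above about 50%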;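 also: GST-tagged GSK-3 alpha with peptide substrate and 25 µM ATP; 0% = DMSO neutral wells and 100% = GW8510 positive control wells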
Target sequence (P49840 whole entry, looked up): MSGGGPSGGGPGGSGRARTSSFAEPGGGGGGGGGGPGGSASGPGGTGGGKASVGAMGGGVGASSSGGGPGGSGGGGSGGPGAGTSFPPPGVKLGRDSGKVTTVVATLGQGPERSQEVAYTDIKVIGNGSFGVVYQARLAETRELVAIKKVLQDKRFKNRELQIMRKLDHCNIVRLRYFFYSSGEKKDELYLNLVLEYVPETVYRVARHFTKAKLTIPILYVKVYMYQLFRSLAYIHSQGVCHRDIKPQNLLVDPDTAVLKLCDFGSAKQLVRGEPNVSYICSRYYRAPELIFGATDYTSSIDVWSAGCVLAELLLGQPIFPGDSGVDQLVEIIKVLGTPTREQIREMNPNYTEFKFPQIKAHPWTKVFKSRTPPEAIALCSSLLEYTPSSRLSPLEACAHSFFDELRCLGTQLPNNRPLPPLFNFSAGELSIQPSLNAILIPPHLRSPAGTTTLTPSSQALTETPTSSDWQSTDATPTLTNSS
Dyrk1A ADPGlo: inhibitors of rat Dyrk1A kinase. ADP-Glo luminescence, NFATc1 peptide. inhibition, % at 12.5 µM. hit rate 0.43% among 310,000; in the data active = inhibition above about 50%;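 also: plate controls were vehicle with enzyme for no effect and no enzyme for full effect; many of its hits are not listed in these tables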
Active calls of the source: *; i = inactive; / = not tested or not shown. These rows are one share of the data, so the mix of outcomes need not match the whole.

cpd	Molecule	AI-2 QS modul	HSF-1 act	PolyA inhibitor	GSK3B inh	HSP90 inh	HDAC3 inhib	GSK3 alpha inh	Platelet DG rel	Dyrk1A ADPGlo	HSF1 inh
1	O=C(O)COc1ccccc1/C=N/NC(=O)CSc1nnc(-c2ccc(Cl)cc2)n1C1CCCCC1	67	-8	i	3	2	5	-6	0	-12	-6
2	NC(=O)c1ccccc1NC(=O)CCCCCn1nnc2ccccc2c1=O	0	20	i	1	3	-4	-1	-6	-1	3
3	CCOc1ccc(C2/C(=C(\O)c3ccc4c(c3)OCCO4)C(=O)C(=O)N2CCCn2ccnc2)cc1OC (stereo not drawn)	18	-18	i	1	-5	0	-4	-2	0	1
4	COc1ccc(NS(=O)(=O)c2cccc(C(=O)N/N=C/c3cccs3)c2)cc1	31	-1	i	5	0	-6	-3	8	5	-2
5	Cc1ccc(C2=N/C(=C\N3CCCCC3)C(=O)O2)cc1	-1	63*	i	3	3	5	5	-3	4	21
6	CC(C)(C)NC(=O)C(=O)NNC(=O)c1cccc(Br)c1	21	9	i	0	-4	1	1	1	-1	-3
7	Cc1cc(NC(=O)c2ccc([N+](=O)[O-])cc2)n(CCC#N)n1	13	0	i	2	-1	-3	-2	6	-8	-5
8	CCOC(=O)N1CCN(C(=O)CCc2c(C)nc3nc(C)nn3c2C)CC1	7	2	i	2	0	-4	-1	-3	2	-4
9	CC1CCN(c2nc(N(C)c3ccccc3)nc(N)c2[N+](=O)[O-])CC1	13	67*	i	-1	-1	3	0	-6	/	27
10	CN1C2C(Br)CCCCN2c2ccc(F)cc2S1(=O)=O (stereo not drawn)	7	9	i	-2	0	2	2	-1	2	0
11	Cn1c(=O)cc(N)n(Cc2ccccc2)c1=O	7	-36	i	5	0	5	-5	0	6	-17
12	COc1ccc(/C=C/C(=O)NC(=S)N2CCOCC2)cc1	24	-42	i	3	-3	11	0	8	2	-38
13	Cc1ccc(C2CC(c3ccccc3)=NN2c2ccccc2)o1 (stereo not drawn)	-11	4	i	-2	-2	6	0	2	-1	2
14	CCCc1cc(N2CCCC(C(=O)NCc3ccc4c(c3)OCO4)C2)n2ncnc2n1 (stereo not drawn)	-7	27	i	1	-2	-7	3	2	4	0
15	CCOc1ccc(C(=O)COC(=O)c2cccc(-n3cnnn3)c2)cc1	12	19	i	1	-4	-2	0	12	-6	11
16	Cc1ccccc1NC(=O)C(C)n1c2ccccc2c2nc(=O)cc(C)n21 (stereo not drawn)	25	-11	i	-2	-7	1	-2	4	5	3
17	COc1ccc([C@@H]2[C@@H]3C(=O)N(C(C)(C)C)C(=O)[C@@H]3[C@]3(Cc4ccccc4)C(=O)N(c4ccc(OC)cc4)C(=O)N23)cc1	22	14	i	-2	/	2	-4	-6	3	-4
18	COc1ccc(-c2coc3c(C)c4oc(=O)c(CC(=O)O)c(C)c4cc23)cc1	22	-6	i	-2	-1	/	/	-4	-6	-2
19	O=C(OCCCOC(=O)c1ccc([N+](=O)[O-])o1)c1ccc([N+](=O)[O-])o1	17	2	i	-4	/	6	0	1	0	-1
20	Cn1nc(C(=O)NCC2CCCO2)c2ccccc2c1=O (stereo not drawn)	16	-13	i	-8	5	-5	/	1	-2	-9
21	Cc1cc(C)c(C(=O)CC(=O)c2ccccc2Cl)c(O)c1	24	1	i	11	3	1	-1	6	/	2
22	CC1(C)Cc2ccccc2C(=NCCCCCC(=O)O)N1	9	0	i	-1	5	/	/	0	/	-6
23	O=C(O)C1CCN(C(=O)c2cc(F)cc3c2OCOC3)CC1	18	-3	i	1	4	/	-2	1	/	-10
24	O=C(Cn1ncc2c1-c1ccccc1OC2)Nc1ccc(S(=O)(=O)N2CCCCC2)cc1	/	/	/	/	-1	20	-1	/	12	/
25	CCS(=O)(=O)n1nc(NCc2cccc(OC)c2)nc1NCc1cccc(OC)c1	3	23	i	-1	-4	2	0	2	-3	5

Structures listed so far with a halogen, in the order listed:
cpd	Molecule	AI-2 QS modul	HSF-1 act	PolyA inhibitor	GSK3B inh	HSP90 inh	HDAC3 inhib	GSK3 alpha inh	Platelet DG rel	Dyrk1A ADPGlo	HSF1 inh
1	O=C(O)COc1ccccc1/C=N/NC(=O)CSc1nnc(-c2ccc(Cl)cc2)n1C1CCCCC1	67	-8	i	3	2	5	-6	0	-12	-6
6	CC(C)(C)NC(=O)C(=O)NNC(=O)c1cccc(Br)c1	21	9	i	0	-4	1	1	1	-1	-3
10	CN1C2C(Br)CCCCN2c2ccc(F)cc2S1(=O)=O (stereo not drawn)	7	9	i	-2	0	2	2	-1	2	0
21	Cc1cc(C)c(C(=O)CC(=O)c2ccccc2Cl)c(O)c1	24	1	i	11	3	1	-1	6	/	2
23	O=C(O)C1CCN(C(=O)c2cc(F)cc3c2OCOC3)CC1	18	-3	i	1	4	/	-2	1	/	-10

Among those listed so far, these contain fluorine:
cpd	Molecule	AI-2 QS modul	HSF-1 act	PolyA inhibitor	GSK3B inh	HSP90 inh	HDAC3 inhib	GSK3 alpha inh	Platelet DG rel	Dyrk1A ADPGlo	HSF1 inh
10	CN1C2C(Br)CCCCN2c2ccc(F)cc2S1(=O)=O (stereo not drawn)	7	9	i	-2	0	2	2	-1	2	0
23	O=C(O)C1CCN(C(=O)c2cc(F)cc3c2OCOC3)CC1	18	-3	i	1	4	/	-2	1	/	-10

Later entries:
cpd	Molecule	AI-2 QS modul	HSF-1 act	PolyA inhibitor	GSK3B inh	HSP90 inh	HDAC3 inhib	GSK3 alpha inh	Platelet DG rel	Dyrk1A ADPGlo	HSF1 inh
26	COc1cccc(N2CCN(c3ccc4nnc(CCC(=O)Nc5ccc(F)cc5)n4n3)CC2)c1	10	13	i	-1	-2	-5	-1	6	-3	3
27	CCCCN1CC(O)=C(c2nc3ccccc3[nH]2)C1=N	11	36	i	0	0	-3	/	0	7	1
28	O=C(CN(c1ccccc1)S(=O)(=O)c1ccccc1)NCCSc1nc2ccccc2s1	22	31	i	-2	-2	-8	-1	-48	6	0
29	COc1ccc(/C=C/C(=O)Oc2ccc(C)c(C)c2)cc1OC	1	22	i	3	1	12	-2	0	2	4
30	CC(Nc1cc(=O)n(C)c(=O)[nH]1)c1ccccc1 (stereo not drawn)	15	16	i	1	1	0	0	1	/	9
31	Cc1ccc(S(=O)(=O)N2CCOCC2)cc1NC(=O)CSc1nnc(N)s1	18	1	i	1	0	/	/	4	-3	-4
32	COc1ccc(C)cc1S(=O)(=O)N1c2ccccc2CC1C (stereo not drawn)	18	1	i	1	2	3	-4	5	1	2
33	O=C(O)c1cccnc1NC1CCCC1	24	3	i	-2	-1	-6	-1	8	/	1
34	CC(C)CCN1C(=O)c2ccc(C(=O)Nc3ccccc3C(=O)O)cc2C1=O	53	-15	i	4	0	9	1	6	1	-8
35	CC(C(=O)NN)c1ccc([N+](=O)[O-])cc1 (stereo not drawn)	/	2	i	/	1	-3	-1	2	-1	-3
36	O=C(Oc1c(CN2CCOCC2)cc(Cl)c2cccnc12)c1ccccc1F	-11	6	i	0	1	15	-1	8	/	2
37	N#Cc1c(C(F)(F)F)cc(=O)n2c1[nH]c1ccccc12	-44	-2	i	-1	-2	-269	-1	2	30	0
38	COc1ccc(/C=C/C(=O)NCCn2c(C)cc3ccccc32)cc1OC	21	-13	i	-4	1	12	0	-1	1	-4
39	C=CCN(C(=O)CNC(=O)c1ccco1)C(C(=O)NC1CCCCC1)c1ccc(F)cc1 (stereo not drawn)	1	12	i	1	-2	-11	-2	3	-8	0
40	COc1cccc(-n2nnc3c(=O)n(CC(=O)N4CCC(Cc5ccccc5)CC4)cnc32)c1	14	-2	i	3	-3	0	3	2	4	-5
41	O=S(=O)(Nc1cccnc1Cl)c1ccc(F)cc1	9	0	i	0	4	-4	-1	3	-2	-6
42	Cc1cc(NC(=O)COC(=O)C2CCC(=O)N2)c([N+](=O)[O-])cc1C (stereo not drawn)	21	-4	i	1	1	-6	-2	4	/	-2
43	COc1ccc(OC)c(S(=O)(=O)NCCCn2ccnc2)c1	18	1	i	2	-3	2	2	-2	-3	-1
44	Cc1cccc(NC(=O)c2nc(-c3ccccc3)n(-c3ccccc3)n2)c1C	35	1	i	-3	2	0	-2	-1	10	5
45	O=C(CCn1c(=O)sc2ccccc21)Nc1cccnc1	8	6	i	-2	1	2	-1	-5	9	-3
46	CC(OC(=O)c1nc(-c2ccccc2)n(-c2ccccc2)n1)C(=O)Nc1cc(Cl)cc(Cl)c1 (stereo not drawn)	2	3	i	2	0	-3	0	-19	-4	-7
47	NC(=O)c1ncc(C(F)(F)F)cc1Oc1cccnc1	16	6	i	-1	1	-4	0	1	0	0
48	COc1cc(/C=N\NC(=O)c2ccc(-c3ccccc3)cc2)cc(OC)c1OC(C)=O	8	/	/	-2	3	14	/	/	3	/
49	Nc1nc(Nc2ccccc2F)nc(N2CCCC2)c1[N+](=O)[O-]	12	33	i	1	-5	3	11	18	38	16
50	COc1ccccc1N1CCN(C(=O)C2CC=CCC2C(=O)O)CC1 (stereo not drawn)	11	-12	i	-1	-6	0	1	1	0	-2
51	COc1ccc(C2C(C(=O)OCC(=O)N3CCCCC3)CCC(=O)N2c2ccc(OC)cc2)cc1 (stereo not drawn)	3	19	i	1	6	1	0	10	-1	2
52	COc1ccc(N2C(=O)CS/C2=N\C(=S)Nc2ccccc2)cc1	18	15	i	3	3	0	-1	5	/	6
53	CCN(CC)C(=S)SCC(=O)Nc1ccc(F)cc1	10	-33	i	-4	-3	1	0	3	/	-12
54	Cc1ccc(OCc2nc(C#N)c(N3CCCCC3)o2)cc1	20	15	i	-1	4	6	-8	0	0	8
55	CC1CCN(c2nc3c(c(=O)n(C)c(=O)n3C)n2CCSc2nc3ccccc3s2)CC1	4	3	i	0	-3	1	8	-6	-3	-4
56	Cc1ccc(-c2nnn(CC(=O)N(CC(=O)NC3CCCC3)c3ccc(F)cc3)n2)o1	20	-17	i	-2	3	0	1	0	3	-3
57	Cc1cccc(C)c1OCc1cc(C(=O)N2CCNC(=O)C2)no1	2	-21	i	27	3	4	-2	5	/	1
58	CCOc1ccc(CCNC(=O)CSc2cc(=O)n(C)c3cc(Cl)ccc23)cc1OCC	20	-3	i	1	1	-3	0	-2	-3	-1
